STAT1 inh = STAT1 signaling inhibition; NIH 3T3 STAT1-luciferase reporter, IFN-gamma, luminescence; inhibition, % at 5.5 µM; 200,000 tested, 0.35% active;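 active means inhibition above a set limit, the mean inhibition across all tested compounds plus 3 SD, cut at about 34% in these data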;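 further: 0% = IFN-gamma with DMSO and 100% = IFN-gamma with 300 µM nifuroxazide; values of inactives mirror those of a sister screen read the other way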
STAT3 activator = activators of IL-6 induced STAT3 signaling. U3A cells, IL-6 STAT3-luciferase reporter, luminescence; 100% = signal with IL-6 EC80 alone. activation (% of control), % at 5.6 µM. 190,000 tested, 0.91% active. AID 871;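 active means activation above the screen-wide mean of compound activation plus 3 SD, cut at about 130% in these data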;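 further: 0% = background luminescence of wells with medium and substrate only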
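Material: human U3A cells carrying STAT3-luciferase construct. Measured by: reporter luminescence signal. Timing: compound 1 h, then IL-6 6 h at 37 °C.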
APP 5UTR inh = APP translation inhibition. SH-SY5Y APP 5'UTR-luciferase reporter, luminescence. inhibition, % at 2 µM. 190,000 tested, 0.82% active;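 active means inhibition above a set limit, derived from the sample mean plus 3 SD, cut at about 45% in these data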; further: values of inactives mirror those of a sister screen read the other way
STAT3 inh = reduces IL-6 driven STAT3 reporter signal; U3A cells, IL-6 STAT3-luciferase reporter, luminescence; host cell line lacks STAT1; inhibition, % at 5.5 µM; 190,000 tested, 0.89% active; AID 862;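 active means inhibition above the mean inhibition across all screened compounds plus 3 SD, cut at about 44% in these data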;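 further: 0% = DMSO only wells and 100% = 100 µM nifuroxazide control wells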
APP 5'UTR act = activates APP 5'UTR luciferase reporter | activation, % at 2 µM | 190,000 tested, 1% active | SH-SY5Y APP 5'UTR luciferase reporter, luminescence; zero percent = DMSO vehicle wells;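 active means activation above a set limit, based on mean plus 3 SD of controls, cut at about 140% in these data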; further: values of inactives mirror those of a sister screen read the other way
ROMK primary = modulators of human ROMK potassium channel; Tet-inducible ROMK, thallium flux fluorescence; actives lie on both sides; P48048; B-score at 10 µM; 130,000 tested, 2% active;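 active means signal ratio slope over the read window, or its plate-corrected B-score, at least 3 SD from the plate mean, either direction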;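 further: B-score of the F/F0 ratio slope over 7 to 12 s after thallium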
Target sequence (P48048 whole entry, looked up): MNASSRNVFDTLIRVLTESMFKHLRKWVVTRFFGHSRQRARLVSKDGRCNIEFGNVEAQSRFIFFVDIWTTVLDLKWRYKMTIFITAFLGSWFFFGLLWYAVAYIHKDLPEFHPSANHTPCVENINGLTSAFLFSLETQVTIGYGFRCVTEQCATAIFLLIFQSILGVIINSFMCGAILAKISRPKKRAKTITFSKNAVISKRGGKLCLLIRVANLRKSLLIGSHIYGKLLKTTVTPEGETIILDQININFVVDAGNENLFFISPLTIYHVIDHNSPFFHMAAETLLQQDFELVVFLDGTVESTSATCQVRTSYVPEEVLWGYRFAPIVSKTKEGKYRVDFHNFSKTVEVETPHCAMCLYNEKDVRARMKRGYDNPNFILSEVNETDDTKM
FLuc inh counter = inhibits firefly luciferase, flagging false hits in luciferase inhibition screens; P08659; ATPLite firefly luciferase biochemical luminescence, 10 min; inhibition, % at 10 µM; 200,000 tested, 1.5% active;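 active means inhibition above about 50% when tested at 10 µM, limit read from the data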
Target sequence (P08659 whole entry, looked up): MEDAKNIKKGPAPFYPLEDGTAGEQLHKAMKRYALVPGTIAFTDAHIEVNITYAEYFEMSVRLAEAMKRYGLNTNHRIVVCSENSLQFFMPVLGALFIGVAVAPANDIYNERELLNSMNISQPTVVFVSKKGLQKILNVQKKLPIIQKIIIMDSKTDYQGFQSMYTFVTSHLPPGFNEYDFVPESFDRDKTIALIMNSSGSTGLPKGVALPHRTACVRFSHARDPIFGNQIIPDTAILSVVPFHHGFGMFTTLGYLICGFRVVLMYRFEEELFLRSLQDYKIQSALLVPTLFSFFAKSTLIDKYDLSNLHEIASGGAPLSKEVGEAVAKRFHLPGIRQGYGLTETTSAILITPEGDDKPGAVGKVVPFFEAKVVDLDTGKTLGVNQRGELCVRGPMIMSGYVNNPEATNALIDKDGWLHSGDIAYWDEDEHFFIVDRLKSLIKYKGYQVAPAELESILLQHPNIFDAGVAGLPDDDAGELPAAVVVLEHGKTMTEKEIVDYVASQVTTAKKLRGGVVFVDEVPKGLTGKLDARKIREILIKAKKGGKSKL
STAT1 activator = increases IFN-gamma driven STAT1 reporter signal | NIH 3T3 STAT1-luciferase reporter, luminescence; 100% = IFN-gamma alone, no compound | activation (% of control), % at 5.5 µM | 200,000 tested, 2.6% active;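 active means activation above the screen-wide mean activation plus 3 SD, cut at about 130% in these data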;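 further: raw ratio to IFN-gamma control signal so 100% means no change and 0% no light; values of inactives mirror those of a sister screen read the other way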
FLuc stim CS = affects firefly luciferase, flagging false hits in luciferase stimulation screens. P08659. ATPlite luciferase biochemical, luminescence, 10 min; 0 = ATP-free wells, 1 = DMSO control. activation factor at 10 µM. 200,000 tested, under 10 active;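 active means luciferase activation factor, scaled between plate controls, of at least 2 with compound at 10 µM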
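Material: Luciferase/luciferin reagent mix; Doses: test compounds dosed from 2 mM stocks in 100% DMSO; Schedule: 10 min incubation after luciferase reagent addition, room temperature; Measured by: luminescence from luciferase reaction; Read-out: luminescence gain marking luciferase activators.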
NF-kB neuron act = NF-kB expression increase, human neuronal cells; NF-kB reporter expression; active compounds read high; fold change at 12.5 µM; 190,000 tested, 1.6% active; AID 1239; in the data active means fold change above about 3.3
An asterisk follows results filed as active; . = not tested or not shown.

Values run as follows: STAT1 inh	STAT3 activator	APP 5UTR inh	STAT3 inh	APP 5'UTR act	ROMK primary	FLuc inh counter	STAT1 activator	FLuc stim CS	NF-kB neuron act
- CCN1CCc2c(sc(NC(=O)c3ccc(S(=O)(=O)N4CCOCC4)cc3)c2C(N)=O)C1
    -8	105	12	-8	-12	.	-2	105	1	1.5
- Cc1csc(-c2coc3cc(O)cc(C)c3c2=O)n1
    -26	148*	-38	-52	38	.	17	124	0.8	2.1
- CCCCNS(=O)(=O)c1ccc2nc(-c3cccnc3)cc(C(=O)NCCCOCC)c2c1
    -2	117	-8	-12	8	0.96	-1	100	1	1
- O=C(COC(=O)Cc1ccc(Br)cc1)Nc1c(F)c(F)c(F)c(F)c1F
    14	85	-10	19	10	-0.13	-5	86	1.1	1
- C=CCn1c(C)cc(C(=O)CSc2n[nH]c(N)n2)c1C
    -6	105	-21	-1	21	2.1	11	105	0.9	1.4
- CCN(CC)CCCN(Cc1cc2cc3c(cc2[nH]c1=O)OCO3)C(=O)Nc1ccccc1OC
    4	112	-4	-11	5	-1.1	-4	97	1	1.6
- Cc1cc(OCC(=O)Nc2ccc(S(=O)(=O)NC3=NCCCCC3)cc2)c(C(C)C)cc1Cl
    -7	104	-7	-6	7	.	-2	106	1	0.69
- COc1cc(OC)c(C2C(C#N)=C(N)Oc3cc(C)n(CCCN4CCOCC4)c(=O)c32)cc1OC (stereo unspecified)
    -1	100	-2	0	2	.	0	101	1	1.3
- Nn1c(SC/C=C/c2ccccc2)nnc1-c1cccnc1
    -2	99	7	5	-7	.	-1	102	1	1.2
- CC(=O)Nc1ccc2oc(C)nc2c1
    -9	100	-15	2	15	1.1	-5	107	1	1.1
- Cc1ccc(CCNC(=O)C2CCN(S(=O)(=O)c3ccc4c(c3)CCC(=O)N4)CC2)cc1
    7	91	17	11	-17	.	1	94	1	1.1
- CCc1nnc(NC(=O)CN2C(=O)/C(=C/c3cc(OC)c(OC)c(OC)c3)SC2=S)s1
    -3	98	24	5	-24	.	-4	103	1	0.96
- Cc1nc2ccccc2n1/C(=N\S(=O)(=O)c1ccccc1)c1ccccc1
    -4	100	-6	-5	6	.	-2	104	1	1
- CC(=O)N1CCN(C2=NC(=O)C(=C3CCCCC3)S2)CC1
    -1	107	-15	-6	15	0.095	-6	102	1.1	1.2
- CC1=CC(C)(C)N2C(=O)C3(NCCc4c3[nH]c3ccccc43)c3cccc1c32 (stereo unspecified)
    -7	104	4	-3	-4	-1.5	-2	105	1	1
- Cc1cccc(C)c1NC(=O)N1CCN(c2nc3ccccc3s2)CC1
    4	55	5	56*	-5	-2.1	2	97	1	1.5
- O=C(COc1ccccc1Cl)Nc1ccc2c(c1)OCCO2
    -17	99	-190	7	190*	.	39	116	0.6	2.8
- CCn1c(SCC(=O)Nc2nc3c(s2)CCCC3)nnc1-c1ccccc1
    -7	106	-9	-2	9	-0.14	6	106	0.9	0.83
- Cc1ccc2[nH]c(=O)c(CNC(C)(C)C)cc2c1
    -1	99	-8	5	8	0.0014	-2	101	1	0.92
- CCNC(=S)NNC(=O)c1ccccc1Cl
    1	92	11	12	-11	0.91	-4	99	1	1.2
- CCOC(=O)Cc1csc(NC(=S)NC(=O)c2ccc(Cl)cc2)n1
    -1	103	-2	4	2	0.089	59*	101	0.4	0.68
- COCCNC(=O)C(=O)NNC(=O)CCc1ccccc1
    5	101	-24	4	24	0.0053	-10	94	1.1	1.2
- CCn1cc(/C=N/O)c(C)n1
    3	104	17	2	-17	1.4	0	98	1	1.2
- CCOC(=O)N1CCN(C(=O)c2cn(CC)c3ccc(S(=O)(=O)N4CCC(C)CC4)cc3c2=O)CC1
    14	104	-3	3	3	0.73	1	87	1	1
- COc1ccccc1OCC(=O)NNC(=O)Nc1ccc(Cl)cc1
    -3	108	5	-4	-5	1.2	1	100	1	1.4
- CCOC(=O)c1nc2cc3n(c(C)c-2c1C)C(C)C(CC)=C3C (stereo unspecified)
    8	74	-14	34	14	-0.072	.	92	.	.
- Cc1cccc(NC(=O)c2cc3c([nH]c4ccccc43)c(C)n2)c1C
    7	83	25	19	-25	.	-4	94	1	0.97
- COC(=O)C1=C(N)c2c(F)cccc2C1(C#N)c1ccccc1 (stereo unspecified)
    3	93	-10	14	10	0.77	-3	98	1	0.42
- COc1ccc(OC)c(NC(=S)NCc2ccco2)c1
    0	104	2	0	-2	.	.	100	.	.
- CCc1ccc(CNc2ccc3c(c2)ncn3C)cc1
    -53	111	-102	-5	102	-0.68	7	148*	0.9	2.4

Next section; the last three above are carried over.
Values run as follows: STAT1 inh	STAT3 activator	APP 5UTR inh	STAT3 inh	APP 5'UTR act	ROMK primary	FLuc inh counter	STAT1 activator	FLuc stim CS	NF-kB neuron act
- COC(=O)C1=C(N)c2c(F)cccc2C1(C#N)c1ccccc1 (stereo unspecified)
    3	93	-10	14	10	0.77	-3	98	1	0.42
- COc1ccc(OC)c(NC(=S)NCc2ccco2)c1
    0	104	2	0	-2	.	.	100	.	.
- CCc1ccc(CNc2ccc3c(c2)ncn3C)cc1
    -53	111	-102	-5	102	-0.68	7	148*	0.9	2.4
- CCCc1nc2c(C)ccc(C)c2c(N)c1CC
    -4	104	-21	5	21	.	-8	93	1.1	0.75
- Nc1c(-c2ccccc2)cnn1-c1ccc(C(=O)O)cc1
    -36	102	-137	-2	138*	-0.18	41	133*	0.6	5.7*
- OCCC1CN(Cc2ccc3c(c2)CCO3)CCN1Cc1ccc(F)cc1 (stereo unspecified)
    -6	102	-11	9	11	-1	-6	104	1.1	1.6
- Cc1noc(C)c1CS(=O)(=O)c1ccc(Br)cc1
    0	101	1	4	-1	.	-3	100	1	1.1
- Cc1cccc(N(CC(=O)NC2CCCC2)C(=O)CCCC(=O)Nc2ccccn2)c1
    2	102	2	6	-2	0.77	-5	98	1.1	1.2
- CCOc1ccc(Oc2cc(N)cc([N+](=O)[O-])c2)cc1
    -7	100	-16	2	16	-0.085	-4	105	1	1.1
- COc1cc(CNCc2ccc(OC)c(OC)c2OC)cc(OC)c1
    4	84	-2	23	2	-0.47	-4	95	1	0.69
- Cc1cc(C)c(S(=O)(=O)N2C=CC(C(F)(F)F)=NCC2)c(C)c1
    -1	101	-6	0	6	.	-1	104	1	1.1
- O=[N+]([O-])c1ccccc1S(=O)(=O)NCCc1ccncc1
    7	97	-14	14	14	0.2	-2	92	1	0.83
- CCOC(=O)c1c(NC(=O)C(=O)N/N=C/c2ccccc2O)sc2c1CCCCC2
    5	106	8	-3	-7	.	0	96	1	1.9
- Cc1cc(C)cc(NC(=S)NCc2ccc3[nH]c4c(c3c2)CCCC4)c1
    1	110	12	-12	-12	0.46	-6	99	1.1	0.85
- NS(=O)(=O)c1ccc(NC(=O)NC2CCCCC2)cc1
    -4	96	-11	12	11	.	-5	103	1.1	1.1
- CC(NC(=O)OC(C)(C)C)C(=O)NC(CCC(=O)OCc1ccccc1)C(N)=O (stereo unspecified)
    -5	94	-16	18	16	0.26	-8	104	1.1	0.97
- Cc1ccc(C(=O)COC(=O)c2cc(Cl)nc3ccccc23)cc1
    12	91	3	10	-3	0.2	3	89	1	1.4
- CCOC(=O)c1sc(N2C(=O)C(O)=C(C(=O)c3ccco3)C2c2ccccc2)nc1C (stereo unspecified)
    0	84	-15	24	15	.	.	100	.	.
- CNC(=S)N1N=C(c2ccc(Br)cc2)CC1c1ccc(OC)cc1 (stereo unspecified)
    -6	100	12	-2	-12	0.16	-2	106	1	2.2
- COc1ccc(-c2nnc3sc(C4CCCCC4)nn23)cc1OC
    5	93	-20	14	20	1.6	-6	95	1.1	0.78
- CC(=O)N1N=C(c2ccccc2)OC1(C)CC(=O)Nc1ccccc1 (stereo unspecified)
    11	97	-8	2	8	.	-5	90	1.1	1.1
- O=C(Nc1nc2c(Cl)cccc2s1)c1ccc(Br)o1
    8	88	-9	19	9	.	0	92	1	1.8
- CCOC(=O)c1c(-c2ccccc2)csc1NC(=O)c1cccc(N2C(=O)CCC2=O)c1
    -2	102	-7	2	7	.	-6	101	1.1	1
- CSc1cccc(NC(=O)CCc2ccccc2)c1
    -2	101	-4	4	4	0.24	-2	99	1	1.3
- Cc1cc(C)c(NC(=O)C(=O)NCc2ccco2)c(C)c1
    -6	94	3	13	-3	0.59	-3	106	1	1.1
- O=C(OCc1ccc(COC(=O)c2ccccn2)cc1)c1ccccn1
    7	101	-20	-1	20	-0.018	-8	94	1.1	1.2
- CC(=O)N1CCc2cc(S(=O)(=O)NCCCOC(C)C)ccc21
    8	89	8	14	-8	0.72	-4	91	1	0.93
- O=C(NCc1nc2ccccc2[nH]1)C1=C[C@@H](c2ccccc2)C[C@@H](OCCCCO)O1
    2	.	1	.	-1	.	0	100	1	0.97
- CCOC(=O)c1nsnc1NCCSC(=N)N
    4	97	5	7	-5	0.65	-7	96	1.1	1.5
- CCOc1ncccc1C(=O)OCc1ccc(C(=O)OC)cc1
    -33	137*	10	-35	-10	.	6	130*	0.9	1.7
- CN1CCN(C(=S)NC(=O)c2cccc(S(=O)(=O)N(C)C)c2)CC1
    2	100	-18	7	18	1.4	-8	97	1.1	1.2
- Fc1ccccc1NC(=S)Nc1cccnc1
    4	103	10	2	-11	-1.5	-4	95	1	1.2
- CCCOc1ccccc1NC(=O)c1ccc([N+](=O)[O-])cc1
    4	93	-11	10	11	.	2	95	1	1.3
- CCC(C)(C)C1CCC2(CC1)NC(CO)(CO)CO2 (stereo unspecified)
    -5	108	8	-8	-8	.	-3	108	1	1.4
- Cc1nc2cc(C(=O)OCC(=O)Nc3ccc(C#N)cc3)ccc2n1-c1ccccc1
    -10	99	12	-1	-12	-0.64	2	109	1	1
- CCc1ccc(NC(=S)NCc2ccccc2)cc1
    -13	101	-36	2	36	0.055	1	110	1	1.9
- O=C(CCc1ccccc1)Nc1ccc(NC(=O)C2CC2)nc1
    -4	96	-9	5	9	0.32	-2	104	1	0.88
- CC1CC(C)(C)CC2(C1)NC(=O)N(CC(=O)NCCc1ccc3c(c1)OCCO3)C2=O (stereo unspecified)
    3	100	-10	7	10	1.2	0	96	1	1.2
- Cc1nc2nc(C)c(CCC(=O)NCc3ccc4c(c3)OCO4)c(C)n2n1
    8	105	12	-4	-11	-0.77	-2	93	1	0.84
- COc1ccc(C2=NC(CO)(CO)CO2)cc1
    -4	101	-6	-2	6	.	-5	104	1.1	1.2
- CC1=CC(=O)C(C(C)C)=CC1=NC(=O)c1ccc(C)cc1
    3	104	10	-3	-10	-1.2	-5	97	1.1	1.3
- CCC(C)N(C(=O)COc1ccc(NC(C)=O)cc1)C1CCS(=O)(=O)C1 (stereo unspecified)
    -4	105	9	-4	-9	0.65	-6	103	1.1	1.3
- COc1ccc(Nc2ccnc3ccccc23)cc1
    -4	98	10	4	-10	-0.13	-7	104	1.1	1.1
- CC1(C)Cc2c(cnn2-c2ccccc2)C(=O)/C1=N\NC(=O)c1ccccc1O
    -1	99	-27	6	27	1.2	-3	101	1	0.99
- COC(=O)/C(=C/c1ccco1)NC(=O)c1ccccc1
    -1	106	7	-4	-7	.	-5	101	1.1	1.1

Assay outcomes deposited in PubChem BioAssay by several laboratories.
